# TNAP inh noacc = inhibitors of human TNAP without phosphate acceptor | purified TNAP, CDP-star luminescence, 30 min | P05186 | AID 1012 | hit rate 0.26% among 200,000 | inhibition, % at 20 µM;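 active means tissue-nonspecific alkaline phosphatase inhibition above about 50% at 20 µM in the single-dose screen, limit read from the data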;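 further: 0% = DMSO negative control and 100% = EDTA positive control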
# Target sequence (P05186 whole entry, looked up): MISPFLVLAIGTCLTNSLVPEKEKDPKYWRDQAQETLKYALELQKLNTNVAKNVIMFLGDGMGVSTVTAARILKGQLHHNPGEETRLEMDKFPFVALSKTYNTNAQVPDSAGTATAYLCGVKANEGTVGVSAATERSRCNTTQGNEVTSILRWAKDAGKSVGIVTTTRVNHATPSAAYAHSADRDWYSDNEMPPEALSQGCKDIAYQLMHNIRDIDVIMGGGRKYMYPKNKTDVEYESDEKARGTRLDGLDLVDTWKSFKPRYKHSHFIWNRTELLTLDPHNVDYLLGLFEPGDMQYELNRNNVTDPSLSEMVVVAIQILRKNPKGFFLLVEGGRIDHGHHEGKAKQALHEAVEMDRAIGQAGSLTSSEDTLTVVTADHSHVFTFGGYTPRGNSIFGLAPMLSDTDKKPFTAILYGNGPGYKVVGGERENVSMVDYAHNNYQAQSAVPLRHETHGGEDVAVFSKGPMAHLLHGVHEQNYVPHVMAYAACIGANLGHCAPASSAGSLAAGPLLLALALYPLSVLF
# PMI act satM6P = increases human PMI activity with near-saturating mannose 6-phosphate; P34949; coupled PMI enzyme assay, resazurin fluorescence, 20 min; hits give high values; 1 = untreated enzyme, 0 = substrate-free blank; activation factor at 20 µM; hit rate 0.34% among 190,000;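 active means activation factor of 2 or more at 20 µM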
# Target sequence (P34949 whole entry, looked up): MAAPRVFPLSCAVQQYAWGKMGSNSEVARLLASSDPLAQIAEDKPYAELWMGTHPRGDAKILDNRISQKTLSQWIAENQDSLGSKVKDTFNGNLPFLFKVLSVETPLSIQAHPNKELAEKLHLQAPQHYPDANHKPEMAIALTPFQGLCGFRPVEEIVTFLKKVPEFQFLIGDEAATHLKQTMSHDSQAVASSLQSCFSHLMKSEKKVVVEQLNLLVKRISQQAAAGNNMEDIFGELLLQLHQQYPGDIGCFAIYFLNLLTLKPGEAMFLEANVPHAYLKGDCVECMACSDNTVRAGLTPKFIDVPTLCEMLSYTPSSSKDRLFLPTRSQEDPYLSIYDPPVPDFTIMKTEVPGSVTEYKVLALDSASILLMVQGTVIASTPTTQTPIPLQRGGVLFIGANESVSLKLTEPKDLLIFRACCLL
#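 test system = human PMI in coupled enzyme assay | medium = HEPES-buffered pH 7.4 with magnesium and detergent | also added = 1.0 mM mannose-6-phosphate substrate with 0.22 mM NADP+ | compound = 20 µM single dose | times = 20 min incubation at room temperature | measured by = resorufin fluorescence (Ex 544/Em 590 nm) from resazurin via diaphorase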
# Diaph act CS = activates diaphorase or chemically reduces, flagging diaphorase assay artifacts; Diaphorase/resazurin coupled assay, resorufin fluorescence, 16 min; hits give high values; 1 = vehicle wells, 0 = NADH-free wells; activation factor at 20 µM; hit rate 0.005% among 190,000; AID 1229;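 active means diaphorase activity raised at least twofold by the compound at 20 µM; inactive means activation factor below 2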
#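 Test system: Clostridium kluyveri diaphorase, purified enzyme; input: enzyme 0.07 U/mL final; buffer or medium: 50 mM HEPES pH 7.4 with 4.542 mM MgCl2, 0.005% Tween 20; also added: 0.114 mM NADH and 0.1 mM resazurin, final amounts; schedule: 16 min enzyme reaction, ambient temperature; technique: fluorescence of resorufin, 544 nm excitation, 590 nm emission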
# PMI activator = increases human mannose-6-phosphate isomerase activity; P34949; hit rate 0.005% among 190,000; activation factor at 20 µM; purified human PMI, coupled resazurin fluorescence, 20 min; hits give high values; 1 = vehicle control, 0 substrate-free wells;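 active means activation factor of 2 or more at 20 µM, relative to plate controls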
# Diaphorase inh = diaphorase inhibition or chemical oxidation counter-screen | diaphorase resazurin-to-resorufin fluorescence, NADH, 16 min; bacterial (C. kluyveri) enzyme, not human | inhibition, % at 20 µM | hit rate 0.69% among 190,000;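 active means primary screen inhibition at 20 µM above a set limit, cut at about 50% in these data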;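 further: plate controls were DMSO with full reaction for no effect and wells lacking NADH for full effect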
#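 material = Clostridium kluyveri diaphorase enzyme | amount = 0.14 U/mL diaphorase, enzyme working solution | schedule = incubation 16 min, room temperature | detection = fluorescence of resorufin formed from resazurin, Ex 544/Em 590 nm | benchmarks = positive control minus NADH, DMSO neutral control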
# G6PDH CS = counter-screen for G6PDH assay hits: L. mesenteroides G6PDH inhibition; hit rate 0.12% among 200,000; Purified L. mesenteroides G6PDH, diaphorase/resazurin coupled fluorescence, 45 min; inhibition, % at 5 µM; in the data active means inhibition above about 50%
# TNAP act hi DEA = activators of human TNAP at high phosphate acceptor concentration; P05186; purified TNAP, CDP-star luminescence, 1 M DEA, 30 min; hits give high values; 0 = EDTA background, 1 = DMSO-only activity; activation factor at 20 µM; 200,000 tested, under 10 active;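 active means activation factor at least 2 at 20 µM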
#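 Dosing: 20 µM single point. System: human TNAP. Amount: TNAP 1/800 final. Incubation: 30 min, room temperature. Read-out: TNAP activation factor scaled between EDTA and DMSO control wells. Signal: luminescence from CDP-star hydrolysis. Medium: 1 M DEA, pH 9.8, Mg2+, Zn2+. Control set: EDTA negative control, DMSO positive control.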
# FLuc stim CS = firefly luciferase counter-screen for stimulation assays; ATPlite luciferase biochemical, luminescence, 10 min; 0 = ATP-free wells, 1 = DMSO control; P08659; activation factor at 10 µM; 200,000 tested, under 10 active;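 active means luciferase activation factor, scaled between plate controls, of at least 2 with compound at 10 µM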
#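 assay system = Luciferase/luciferin detection reagent, cell-free biochemical luciferase assay | also added = ATP substrate | times = 10 min post-reagent at room temperature | measured by = luminescence from luciferase reaction | measure = luciferase activation, seen as luminescence increase over controls | benchmarks = low control with PBS replacing ATP, high control enzyme plus ATP without compound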
# Efa HMGR inh = E. faecalis class II HMG-CoA reductase inhibition | inhibition, % at 10 µM | hit rate 0.41% among 190,000 | purified E. faecalis HMGR, NADPH absorbance 340 nm kinetic | AID 1066;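 active means inhibition above a set limit, the median over all tested compounds plus 3 SD, cut at about 9.5% in these data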;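 further: enzyme runs in reverse so mevalonate oxidation gives rising NADPH absorbance; 0% = complete reaction with DMSO and 100% = background rate lacking mevalonate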
# TNAP inh hiacc = TNAP (human) inhibition, high acceptor; P05186; purified TNAP, CDP-star luminescence, 1 M DEA; inhibition, % at 20 µM; hit rate 0.03% among 200,000; AID 1135;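 active means over 50% inhibition of tissue-nonspecific alkaline phosphatase at 20 µM in the single-dose screen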;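 further: plate controls were DMSO wells for no effect and EDTA-quenched wells as full inhibition for full effect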
# The depositor's hits bear a star; x = no result given.
SMILES,TNAP inh noacc,PMI act satM6P,Diaph act CS,PMI activator,Diaphorase inh,G6PDH CS,TNAP act hi DEA,FLuc stim CS,Efa HMGR inh,TNAP inh hiacc
O=C(COC(=O)Cc1ccc(Br)cc1)NC1CCCCC1,-12,1,0.9,1,9,2,1,1,-3,-2
CCOC(=O)C1=C(C)Nc2ncnn2C1c1cc(Br)ccc1F (stereo not drawn),2,1,1,0.9,4,4,1,1,-2,4
CC(C)NS(=O)(=O)c1ccc(OCC(=O)N2CCN(c3ccccc3)CC2)cc1,-12,1,1,1,3,7,1.1,1.1,-3,-7
COc1ccc(/C=N/N=C2/C(=O)Nc3ccccc32)cc1O,19,1,0.5,1,47,1,0.8,0.5,-4,17
Cc1ccc(-c2ccc3nnc(SCC(N)=O)n3n2)cc1,-4,1.1,0.9,1.2,6,-2,1,0.9,-6,-2
CCC(CC)=C(C#N)C(=O)NC1CCCCC1,-2,1.1,1,1.1,-3,0,1,1,1,0
CCOc1ccc(NC2=C(Cl)C(=O)N(C3CCCCC3)C2=O)cc1,1,1.1,0.9,1.1,7,9,1,1.1,-2,-4
CCCCc1ccc(NC(=S)NCCCN2CCOCC2)cc1,-1,1,0.9,1,10,6,1,1,9.7*,0
O=C(NC1CCCCCC1)C1c2ccccc2C(=O)N1Cc1cccs1 (stereo not drawn),-15,1.2,0.9,1,13,-12,1,1.1,-2,0
Cc1cc(OCC(=O)Nc2ccncc2)ccc1[N+](=O)[O-],-9,0.9,1,1,0,-1,1,1,0,-4
COc1ccc(CC2(CO)CCN(C(C)COc3ccccc3)CC2)cc1 (stereo not drawn),2,x,x,x,x,4,1,1,-4,4
COc1ccc(CNC(=O)C(C)OC(=O)C23CC4CC(CC(O)(C4)C2)C3)cc1 (stereo not drawn),-16,1,0.9,0.9,8,17,1,1,-8,0
Cc1noc(C)c1S(=O)(=O)N1CCCC(C(=O)NCCc2ccccc2)C1 (stereo not drawn),-4,1.1,1.1,1,-6,2,1,1,-2,2
O=C(CSc1nnnn1C1CCCC1)NCc1ccc2c(c1)OCO2,-11,0.9,0.9,0.9,7,-16,1,1.1,2,0
O=C(N/N=C/c1ccc(OC(F)F)cc1OC(F)F)c1ccc(Br)cc1,-15,1,1,0.9,4,11,1,1,0,-3

# Some of these compounds in order of number of heavy atoms, descending:
SMILES,TNAP inh noacc,PMI act satM6P,Diaph act CS,PMI activator,Diaphorase inh,G6PDH CS,TNAP act hi DEA,FLuc stim CS,Efa HMGR inh,TNAP inh hiacc
CC(C)NS(=O)(=O)c1ccc(OCC(=O)N2CCN(c3ccccc3)CC2)cc1,-12,1,1,1,3,7,1.1,1.1,-3,-7
COc1ccc(CNC(=O)C(C)OC(=O)C23CC4CC(CC(O)(C4)C2)C3)cc1 (stereo not drawn),-16,1,0.9,0.9,8,17,1,1,-8,0
Cc1noc(C)c1S(=O)(=O)N1CCCC(C(=O)NCCc2ccccc2)C1 (stereo not drawn),-4,1.1,1.1,1,-6,2,1,1,-2,2
O=C(NC1CCCCCC1)C1c2ccccc2C(=O)N1Cc1cccs1 (stereo not drawn),-15,1.2,0.9,1,13,-12,1,1.1,-2,0
O=C(CSc1nnnn1C1CCCC1)NCc1ccc2c(c1)OCO2,-11,0.9,0.9,0.9,7,-16,1,1.1,2,0
CCOc1ccc(NC2=C(Cl)C(=O)N(C3CCCCC3)C2=O)cc1,1,1.1,0.9,1.1,7,9,1,1.1,-2,-4
CCOC(=O)C1=C(C)Nc2ncnn2C1c1cc(Br)ccc1F (stereo not drawn),2,1,1,0.9,4,4,1,1,-2,4
COc1ccc(/C=N/N=C2/C(=O)Nc3ccccc32)cc1O,19,1,0.5,1,47,1,0.8,0.5,-4,17
Cc1ccc(-c2ccc3nnc(SCC(N)=O)n3n2)cc1,-4,1.1,0.9,1.2,6,-2,1,0.9,-6,-2
CCC(CC)=C(C#N)C(=O)NC1CCCCC1,-2,1.1,1,1.1,-3,0,1,1,1,0

# Continued:
SMILES,TNAP inh noacc,PMI act satM6P,Diaph act CS,PMI activator,Diaphorase inh,G6PDH CS,TNAP act hi DEA,FLuc stim CS,Efa HMGR inh,TNAP inh hiacc
Cc1ccccc1CS(=O)(=O)CCC(=O)NCc1ccccn1,-11,1,1,1,1,2,1,1,-3,-2
CCOC(=O)c1oc2ccccc2c1NC(=O)c1ccc2c(c1)OCO2,-14,1,0.8,1,18,2,1,1,-4,-3
O=C(Nc1ccc(F)cc1)Nc1cc(S(=O)(=O)N2CCOCC2)ccc1N1CCCC1,-19,1,1,1.1,3,15,1,1,1,-3
Cc1cccn2c(=O)c(/C=C(\C#N)C(=O)NCc3ccco3)c(N3CCCC(C)C3)nc12 (stereo not drawn),7,1,1,0.9,3,-14,1,1,4,2
CC(C)CC(=O)NCc1ccc(F)cc1,-7,1,0.9,1,8,15,1,1,2,-2
CCOCCCNC(=O)c1ccc(-n2c(=S)[nH]c3ccccc3c2=O)cc1,-8,1,0.8,1,24,7,1,1,-6,-1
COc1ccc(Nc2nc(N)nc(CSC(=S)N3CCC(C)CC3)n2)cc1,-3,0.8,0.7,0.7,28,-4,1,1,2,-3
C(=N\NC1=Nc2cccc3cccc1c23)/c1cccnc1,16,0.7,0.9,1,10,2,0.9,0.4,-1,13
O=C1c2ccccc2CN1CCSC(=S)N1CCOCC1,-3,1.1,1,1,3,8,1,0.9,-3,3
Cc1ccc2cc(C)c3nnc(SCC(=O)NCc4ccco4)n3c2c1,-2,0.9,0.6,0.9,38,3,1,1.1,1,-2
CCOC(=O)c1nnn(-c2nonc2N)c1CSc1nnc(N)s1,-10,1,0.9,1,10,10,1,1.1,-2,-2
CCC(C)[C@H](N)c1nnc(SCC(=O)Nc2cccc(Cl)c2)o1 (stereo partly drawn),-8,1,0.9,1.1,10,7,1,1,-6,-1
CCC(c1nc2ccccc2c(=O)n1CCCn1ccnc1)N1C(=O)c2ccccc2C1=O (stereo not drawn),14,1,0.9,1,6,-14,1,1.1,3,5
O=C(O)CC/C(=N/NC(=O)c1cn(-c2ccccc2)nc1-c1ccccc1)C(=O)O,-5,1,0.6,0.9,35,3,1.1,1,-5,-6
CCOC(=O)C1(Cc2ccccc2)CCN(Cc2ccc(C)s2)CC1,-12,0.9,0.8,0.9,17,9,1.1,1,-10,-7
Cc1ccc(NC(=O)CSc2nc3c(c(=O)[nH]2)CCC3)cc1C,-17,1,0.9,0.9,12,0,1,1.1,-1,-2
O=C(CN1C(=O)C2CCCCN2C(=O)c2ccccc21)N1CCCc2ccccc21 (stereo not drawn),1,1,0.9,1.2,13,6,1.1,1.1,-13,-7
Cc1ccc(S(=O)(=O)NCC(=O)N2CCCCC2)cc1,15,1,0.9,1,6,2,1,1.1,-11,-2
COc1ccc(C)cc1NC(=O)c1ccc(N(C)S(C)(=O)=O)cc1,-5,1,0.9,1,9,-10,1.1,1,0,-7
CCO[C@@H]1OC(C(=O)N2CCN(C)CC2)=C[C@H](c2ccc(C(F)(F)F)cc2)[C@H]1CCCO,-7,1,0.9,1,8,6,1.1,1,0,-6
CN(CCc1ccccn1)C(=O)c1nn2c(C(F)(F)F)cc(-c3ccco3)nc2c1Cl,-11,1.1,1,1.1,-2,4,1,1,-4,-5
COc1ccc(NC(=O)c2ccc3ccccc3n2)cc1S(=O)(=O)N1CCCCC1,-9,1,0.9,0.9,15,8,1,1,0,-3
CCc1ccc(C2CC(c3ccc(F)cc3)Nc3nc(N)nn32)cc1 (stereo not drawn),-17,0.9,1.1,0.9,-6,19,1.1,1.1,-8,-9
COc1ccc(NC(=O)C2CC(=O)N(c3cccc(C)c3C)C2)cc1 (stereo not drawn),-12,1.1,0.8,1,15,2,1.1,1,x,-8
O=C(NC1CC1)C1CCN(c2ccc(S(=O)(=O)N3CCOCC3)cc2)CC1,-8,0.9,0.9,0.9,13,5,1,1,-4,3
O=C(Cc1ccc(Cl)cc1)NCCN1CCCC1,-13,1.1,0.9,1,7,3,1,1,-5,-3
Cc1cccc(-n2nc3c([n+]2[O-])CCc2nonc2-3)c1C,-12,0.9,0.9,1,14,5,1.1,1.1,-10,-7
COc1cccc(NC(=O)CSc2nc3c(oc4ccccc43)c(=O)[nH]2)c1,-6,0.9,0.8,0.9,22,-2,1.1,0.4,-3,-7
Nc1ccc(-c2nc3ccc(C(=O)O)cc3s2)cc1,-11,0.7,0.8,0.8,18,-1,1,0.2,2,0
CC(C)(C)C(=O)NC1=NCCS1,-10,0.8,0.8,0.9,16,10,1,1,3,-4
CCCc1cc(=O)[nH]c(N/N=C/C=C\c2ccccc2)n1,-27,0.9,0.9,1,12,6,1,1,-2,-4
COc1ccccc1NC(=O)C(=O)Nc1ccccn1,-4,0.9,0.9,1,12,8,1,0.7,-2,-1
O=C(COc1ncnc2ccccc12)NCc1ccco1,-2,1.1,1,1.1,-2,10,1,1,4,-5

# Not a hit list; any-hit rate near 1.7%.
